F508del corr: correctors of CFTR F508del function in bronchial epithelial cells | CFBE cells, YFP halide quenching; stimulated with forskolin plus potentiator P3; % fluorescence drop versus neutral controls | activity (quench increase), % at 7.58 µM | 0.36% of 350,000 active | AID 720511;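 active = mean added fluorescence quench of at least 8% versus neutral control, with both replicates also reaching 8%; inconclusive = only one of the mean or replicate conditions met; inactive = mean below 8% and not both replicates reaching 8%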;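 also: cells transiently co-express mutant CFTR-F508del with the halide-sensitive YFP; corrector assay measuring rescue of mutant channel to the surface after 24 h compound exposure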
FN deposit inh: fibronectin deposition inhibition. AH1F fibroblasts, Alexa488-fibronectin deposition fluorescence, overnight. inhibition, % at 12.6 µM. 0.086% of 350,000 active;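 active = mean inhibition across replicates of 30% or more, regardless of how many single replicates reach that level; inconclusive = mean under 30% yet at least half of replicates reach 30%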;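 also: positive control wells lacked labelled fibronectin entirely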
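Assay system: AH1F fibroblasts / Quantity: 10000 cells per well / Medium: DMEM plus 2% serum, read in PBS / Reagent: labelled fibronectin 24 nM / Dosing: single dose, pinned / Times: 1 h cell attachment, overnight exposure to compound and label / Signal: fluorescence, ex 485 nm, em 525 nm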
PAX8 reporter: inhibitors of PAX8 transcriptional activity in RMG-I cells | 1.2% of 360,000 active | inhibition, % at 12.6 µM | RMG-I TPO-luciferase reporter, SteadyGlo, 24 h;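 active = mean replicate inhibition at least 60% with every replicate also reaching 60%; inconclusive = only one of the two criteria is met; inactive = mean below 60% and not all replicates reaching 60%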;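 also: luciferase light reporting Pax8 driven TPO promoter activity; plate controls were median of neutral control wells for no effect and mitoxantrone controls for full effect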
miR-122 sensor: miR-122 inhibition in Huh7 cells; Huh7 miR-122 Renilla luciferase sensor, 48 h; neutral wells = 0, positive control = 100; 0.3% of 340,000 active; activation (reporter increase), % at 12.5 µM;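 active = mean replicate activation score at least 90 and every replicate individually at or above 90; inconclusive = only one of the two criteria met; inactive = neither criterion met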;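 also: higher luciferase means less miR-122 activity so hits act as miR-122 inhibitors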
GSIS activator: GLuc luminescence reporter in INS-1E cells, primary screen for activators of glucose-dependent secretion of insulin. INS-1E GLuc reporter insulin secretion, 2-3 h. activation, % at 16.6 µM. AID 743287. 0.61% of 370,000 active;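 active = lowest replicate activation of at least 40%, so every replicate reaches that level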;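 also: 0% = median of neutral control wells and 100% = median of IBMX positive control wells; some compounds called inactive have numbers as strong as hits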
EWS-Fli block: EWS/Fli transcriptional activity inhibition. A673 NR0B1-luciferase reporter, viability-normalised. 0.67% of 350,000 active. inhibition, % at 12.6 µM. AID 651661;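 active = mean inhibition of at least 50% after viability correction, with every replicate also passing that limit; inconclusive = mean reaches 50% but only one of two replicates passes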;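 also: firefly luciferase signal divided by Alamar Blue viability fluorescence both relative to DMSO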
DENV2 CPE: protects cells from dengue virus 2 cytopathic effect | DENV2-infected cells, cytopathic effect rescue, plate reader | CPE inhibition, % at 9.99 µM | 1.7% of 350,000 active | AID 651640; in the data active = CPE inhibition above about 20%, passing the limit was not always enough; inconclusive = no clear call, values can overlap the other calls; tested in BHK-21 cells;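 also: 0% = median of neutral control wells and 100% = median of positive control wells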
Starred values were filed as active, the others as inactive; u = inconclusive; x = no result given; & = joins results of further samples; ! = not confirmed by another sample; [ ] = dose if it differs, or a comment.

SMILES	F508del corr	FN deposit inh	PAX8 reporter	miR-122 sensor	GSIS activator	EWS-Fli block	DENV2 CPE
O=C(CSc1ccc(Br)cc1)Nc1cccc(S(=O)(=O)N2CCOCC2)c1	1.7	-2	-2	32	-18	4	18
COc1cccc2sc3ccc(C#Cc4ccc(N)cc4)cc3c(=O)c12	-0.4	1	-32	-10	11	-100	-8
CC1(C)CC2CC(C)(CN2C(=S)NC(=O)c2ccccc2Cl)C1 (centres undefined)	1.1	6	49	4	-6	15	x
C/C(=N/NC(N)=S)c1cc2ccc(O)cc2oc1=O	-0.1	1	-14	-3	-1	1	6
Clc1cccc(Cl)c1C[n+]1ccc2ccccc2c1	-1.9	-5	37	-9	-10	25	u
CCCN(CC(=O)Nc1ccccc1C)C(=O)c1ccc(N2CCCC(C)C2)c([N+](=O)[O-])c1 (centres undefined)	-0.4	-2	7	18	-36	3	u
Cc1cc(NC(=O)CSc2nc3ccccc3n2CC(=O)N2CCCCC2)no1	-2.2	x	x	-2	24	3	8
Fc1ccc(-c2nc(-c3cccs3)[nH]c2-c2ccc(F)cc2)cc1	-2.3	1	46	-2	14	12	u
COc1cc(CN2C[C@@H]3N[C@H](C2)C3c2ccc(/C=C/c3ccccc3)cc2)cc(OC)c1 (some centres undefined)	-8.1&-3.6	1&-3	-32&-9	x	84*!	8&1	-18&-11
Nc1ncc(Br)cc1S(=O)(=O)NCCC(=O)Nc1cccc(Cl)c1	x	x	x	49	-26	x	2
CN(C)C(CNC(=O)c1cc(S(=O)(=O)N(C)c2ccccc2)ccc1Cl)c1cccs1 (centres undefined)	0.0	5	-4	-7	-1	4	-1
c1csc(Cc2nn3c(-c4ccncc4)nnc3s2)c1	x	-18	12	2	x	x	x
CO[C@@H]1CN(C)C(=O)c2ccc(NC(=O)Nc3cc(F)ccc3F)cc2OC[C@H](C)N(C(=O)c2cnccn2)C[C@@H]1C	-0.4	-1	x	x	-15	-1	u
C/C=C/c1ccc([C@H]2[C@@H](CO)N(CC3CC3)C23CN(S(=O)(=O)CC)C3)cc1	-0.1	7	x	x	11	-9	1
COc1ccc(S(=O)(=O)n2cnc(C)c2)cc1	-2.4	-1	-26	x	0	2	4
CCOc1ccc2oc(C(=O)OCC(=O)N(CC(C)C)c3c(N)n(Cc4ccccc4)c(=O)[nH]c3=O)c(C)c2c1	-2.6	-1	11	-11	-3	-6	-1
COc1ccccc1-c1cnc2c(c1)C(=O)N([C@@H](C)CO)C[C@@H](C)[C@@H](CN(C)Cc1ccc(C(=O)O)cc1)O2	-2.1	-9	x	u	10	-15	-5
CC(C)c1ccc(Nc2nnc(SCC(=O)NCC3CCCO3)s2)cc1 (centres undefined)	-1.1	10	x	-1	-16	-8	-13
CC(C)NC(=O)N(C)C[C@H]1Oc2cc(C3=CCCC3)ccc2S(=O)(=O)N([C@H](C)CO)C[C@H]1C	3.3	x	x	-1[16.7 µM]	-4	-3	x
CO[C@@H]1CN(C)C(=O)c2ccc(NS(=O)(=O)c3ccccc3)cc2OC[C@@H](C)NC[C@@H]1C	0.0	2	x	0[16.7 µM]	7	2	-6
COc1ccccc1-c1cnc2c(c1)C(=O)N([C@H](C)CO)C[C@H](C)[C@@H](CN(C)C(=O)c1ccccc1)O2	-2.4	8	-5	9[16.7 µM]	-7	-2	1
CC(NC(=O)c1cc2cc([N+](=O)[O-])ccc2oc1=O)C1CCCO1 (centres undefined)	2.1	x	12	-5	-15	-7	2
CO[C@@H]1CN(C)C(=O)c2cc(NS(=O)(=O)CC(F)(F)F)ccc2OC[C@H](C)NC[C@H]1C	-1.1	-4	4	-20[16.7 µM]	-6	4	-14
CN(C)c1cccc2c(S(=O)(=O)NCC3CCN(C(=O)C(=O)c4cc5ccccc5o4)CC3)cccc12	3.8	14	62*	x	x	10	1
CC1CC(C)CN(C(=O)C2CCN(S(=O)(=O)N3CCC4(CC3)OCCO4)CC2)C1 (centres undefined)	-0.6	-8	2	-9	11	-6	-5
O=c1nc2n(c3ccc(Br)cc13)CCS2	x	2	-22	-7	x	x	x
CC(C)C#Cc1ccc([C@H]2[C@@H](CO)N3C(=O)CN(C(=O)c4ccccn4)C[C@H]23)cc1	1.2	x	x	x	-8	x	10
CC(C)CC#Cc1ccc2c(c1)O[C@H](CN(C)C(=O)NC(C)C)[C@H](C)CN([C@@H](C)CO)S2(=O)=O	1.9	x	x	-6[16.7 µM]	-29	-1	16
CCCCC(=O)N1CCN(c2nc(-c3ccc(F)cc3)cs2)CC1	-0.8	0	29	x	8	0	-4
CCCc1cc(=O)[nH]c(SCC(=O)c2cc(C)n(C(C)COC)c2C)n1 (centres undefined)	x	6	-13	0	x	x	x
C[C@@H]1CN([C@H](C)CO)C(=O)Cc2cc(NS(=O)(=O)c3cccs3)ccc2O[C@@H]1CN(C)S(=O)(=O)c1cccs1	-1.1	x	1	33[16.7 µM]	3	-3	x
Cn1c2ccccc2c(=O)c2cc(C#Cc3ccc(N)cc3)ccc21	-0.2	-3	-37	x	16	-72	x
O=C1c2ccccc2C(=O)c2c1cccc2N1CCCC1	8.0*	4	-7	-7	x	-30	8
O=c1c(Cc2ccc(Cl)cc2Cl)c(O)ccn1Cc1ccncc1	-1.3	5	14	x	-2	6	13
CCOc1ccc(S(=O)(=O)N2CCN(C)CC2)cc1NC(=O)c1ccccc1F	-0.1	0	-20	0	0	-1	-3
CSc1nnc2c(n1)OC=Nc1ccc(Br)cc1-2	0.0	-1	16	3	5	9	2
CCOC(=O)c1[nH]c(C)c(C(=O)NCc2cccnc2)c1C	-2.6	8	-2	-6	13	-4	0
O=C(CSc1c(F)c(F)cc(F)c1F)Nc1ccc(C2SCCS2)cc1	-0.6	-10	-7	-2	-7	-11	4
COc1ccc(NC(=O)Cn2c([N+](=O)[O-])cnc2C)cc1Cl	0.0	8	19	-4	-8	-13	-2
COc1ccc(OC)c(NC(=S)NCCC(c2ccccc2)c2ccccc2)c1	x	-4	2	30	-17	x	x

Single records, from the list above:
`CC(C)c1ccc(Nc2nnc(SCC(=O)NCC3CCCO3)s2)cc1` (centres undefined) is listed as F508del corr = -1.1; FN deposit inh = 10; PAX8 reporter = x; miR-122 sensor = -1; GSIS activator = -16; EWS-Fli block = -8; DENV2 CPE = -13
`Cn1c2ccccc2c(=O)c2cc(C#Cc3ccc(N)cc3)ccc21` is listed as F508del corr = -0.2; FN deposit inh = -3; PAX8 reporter = -37; miR-122 sensor = x; GSIS activator = 16; EWS-Fli block = -72; DENV2 CPE = x

Remaining list, next part
SMILES	F508del corr	FN deposit inh	PAX8 reporter	miR-122 sensor	GSIS activator	EWS-Fli block	DENV2 CPE
O=C(Nc1nc2c(s1)CCCC2)c1cc(-c2ccncc2)nc2ccccc12	x	2	-5	10	16	x	x
CCN(CC)S(=O)(=O)c1ccc(N2CCOCC2)c(NC(=O)c2ccc(C#N)cc2)c1	1.6	-17	-9	x	-25	6	9
Nc1nc(N2CCN(C(c3ccccc3)c3ccccc3)CC2)n[nH]1	0.4	-7	9	-2	4	6	-5
COc1cccc(CN2[C@H](CO)[C@H]3c4ccccc4N(C(=O)c4cccnc4)C[C@H]32)c1	0.0	25	15	-10[16.7 µM]	11	-1	-7
Cc1ccccc1[C@H](NC1c2ccccc2C=Cc2ccccc21)P(=O)(c1ccccc1)c1ccccc1	-0.1	10	50	x	10	13	-4
CCN1C(N(C)C)=NC[C@@H]1Cc1ccccc1	1.1	14	-25	-8	13	-4	-7
N#C/C(=N/Nc1ccccc1[N+](=O)[O-])C(N)=S	-32	-11	12	-6	-6	15	-3
COC(=O)C1=C(C)NC(=S)NC1/C=C/c1ccccc1 (centres undefined)	-0.2	-8	2	-1	4	8	x
COc1c(-c2ccc(O)cc2)oc2cc(O)cc(O)c2c1=O	-1.8	x	x	-2	6	12	7
COc1ccc(C2=CSC3=NCCN23)cc1	0.8	-3	-13	5	11	21	-3
O=S(=O)(Cc1ccccc1)CS(=O)(=O)Cc1ccccc1	-4.0	2	4	x	-48	1	13
COCC(=O)N1CC2(C1)CN(Cc1ccccc1F)[C@H](CO)c1[nH]c3cc(OC)ccc3c12	1.2	-1	x	x	-4	-6	0
O=C(COC(=O)CC1CCCC1)Nc1cccc(F)c1	-6.8	-5	-6	x	3	-1	0
O=C(O)c1cccnc1Sc1ccc(Br)cc1	-1.6	-3	-10	1	-14	-8	-4
COC(=O)c1ccc(-c2noc(CN3CCCCC3c3nccn3C)n2)cc1 (centres undefined)	3.5	0	-7	-2	-10	-1	-6
O=C1C(Cc2ccc3[nH]ccc3c2)NC(=S)N1c1ccccc1 (centres undefined)	2.4	2	9	x	x	3	2
COc1cc(OC)c2ccc(=O)oc2c1C(CCN1CCCC1)c1ccc2c(c1)OCO2 (centres undefined)	-3.2	-2	1	13	9	-3	7
CC(C)(C)N(Cc1ccccc1)C(=O)c1ccc(Br)o1	0.3	-10	7	4	3	13	0
COc1ccc(C(=O)N2CCN(S(=O)(=O)c3ccc(F)cc3)CC2)cc1OC	x	4	-1	x	10	x	x
CCOC(=O)C1CCN(CC(O)COCc2ccc3c(c2)OCO3)CC1 (centres undefined)	-2.4	-5	13	0	-16	-1	-3
Cc1noc(C)c1NC(=O)Nc1ccc2c(c1)C(=O)N([C@H](C)CO)C[C@@H](C)[C@@H](CN(C)S(=O)(=O)c1ccc(F)cc1)O2	0.5	-2	13	19[16.7 µM]	2	-7	3
CC(=O)N(C)C[C@@H]1Oc2cc(-c3ccccc3C)ccc2S(=O)(=O)N([C@@H](C)CO)C[C@@H]1C	0.4	x	x	3[16.7 µM]	23	-6	18
Cc1ccccc1NC(=O)Cc1nc(COC(=O)c2cccnc2Cl)cs1	0.3	-1	2	-1	-11	-4	6
O=C(Nc1ccc(S(=O)(=O)NCC2CCCO2)cc1)c1ccccc1 (centres undefined)	2.9	5	-22	74	-6	3	0
C[C@H]1CN([C@@H](C)CO)C(=O)CCCn2cc(nn2)CO[C@@H]1CN(C)C(=O)c1ccccc1	-2.0&-0.1&2.3	-1&2	-21&-25&-3	-4&-1[16.7 µM]	2&16	-6&3&-3	-5&-2
CS(=O)(=O)N1CCC(C(=O)NCc2ccc3c(c2)OCO3)CC1	-3.0	-1	3	-3	26	2	6
COc1ccc(NC(=O)Nc2ccc3c(c2)CC(=O)N([C@H](C)CO)C[C@H](C)[C@@H](CN(C)Cc2ccc(C(F)(F)F)cc2)O3)cc1	1.0	x	67*	-17[16.7 µM]	5	14	-31
O=C(CNC(=O)c1ccc(Cl)cc1Cl)OCCCn1c(=O)[nH]c2ccccc21	-1.3	4	x	0	-2	-5	-8
O=C1NN(c2ccccc2)C(=O)/C1=C/c1ccc(-c2cccc(C(=O)O)c2)o1	2.8	0	-16	x	-14	-35	-1
COc1ccc2c3c([nH]c2c1)[C@@H](CO)N(C(=O)C1CCOCC1)CC31CCN(Cc2nccs2)CC1	-0.7	0	x	x	9	4	-10
CC(=O)N1c2ccc(S(=O)(=O)NCCC(=O)Nc3ccc(C)c(F)c3)cc2CC1C (centres undefined)	3.1	-23	8	-1	-8	4	-2
Nc1nc(Nc2ccccc2)nc(NCCO)c1[N+](=O)[O-]	-0.5	-1	-27	-5	17	-6	-3
O=C(N/N=C/C=C/c1ccco1)c1ccccc1Cl	-1.6	-3	11	x	-25	-2	-1
O=C(CNC(=O)C12CC3CC(CC(C3)C1)C2)N1CCN(S(=O)(=O)c2cccs2)CC1	x	12	-1	1	30	x	x
CC(CNC(=O)CCS(=O)(=O)c1cc2c(cc1Cl)NC(=O)CO2)c1ccccc1 (centres undefined)	-0.1	-7	0	-2	8	2	0
